Screening data as filed in PubChem BioAssay.
PAFAH2 inh: PAFAH2 (human) inhibition; recombinant PAFAH2, FP-rhodamine activity probe, fluorescence polarization; inhibition, % at 3.39 µM; 0.99% of 340,000 active; AID 492956;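 active means inhibition above the mean over all tested compounds plus 3 SD, cut at about 30% in these data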;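 further: inhibitors block probe labeling of enzyme so polarization drops; 0% = enzyme with DMSO and 100% = wells lacking PAFAH2 protein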
PAD4 FP inh: PAD4 (human) enzyme inhibition. 0.41% of 330,000 active. AID 485272. inhibition, % at 6.36 µM. Q9UM07. recombinant PAD4, RCA probe fluorescence polarization;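 active means percent inhibition above a cutoff equal to the mean of all tested compounds plus 3 SD, cut at about 15% in these data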;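 further: 0% = PAD4 with RCA probe and DMSO and 100% = probe without PAD4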
PAFAH1B2 inh: PAFAH1B2 (human) inhibition | recombinant PAFAH1B2, FP-rhodamine activity probe, fluorescence polarization | P68402 | 1.2% of 340,000 active | inhibition, % at 3.39 µM;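 active means inhibition above the mean of all tested compounds plus 3 SD, cut at about 24% in these data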;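 further: 0% = enzyme with DMSO and 100% = wells lacking PAFAH1B2; many of its hits are not listed in these tables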
LYPLA1 counter: LYPLA1 (human) inhibition in PME1 counter-screen | AID 2174 | O75608 | recombinant LYPLA1, FP-Rh probe fluorescence polarization | inhibition, % at 5.9 µM | 0.16% of 320,000 active;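 active means inhibition above the mean of all tested compounds plus 3 SD, set per campaign, cut at about 14% in these data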;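 further: inhibitors block serine hydrolase probe labeling of LYPLA1 so polarization falls; 0% = enzyme with DMSO and 100% = wells lacking LYPLA1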
PREPL inhibitor: inhibits the human prolyl oligopeptidase-like enzyme. recombinant PREPL, fluorescence polarization activity-based probe. 0.68% of 320,000 active. Q4J6C6. inhibition, % at 5.96 µM; in the data active means inhibition above about 43%;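 further: 0% = enzyme with DMSO and 100% = wells lacking enzyme; many of its hits are not listed in these tables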
Target sequence (Q4J6C6 whole entry, looked up): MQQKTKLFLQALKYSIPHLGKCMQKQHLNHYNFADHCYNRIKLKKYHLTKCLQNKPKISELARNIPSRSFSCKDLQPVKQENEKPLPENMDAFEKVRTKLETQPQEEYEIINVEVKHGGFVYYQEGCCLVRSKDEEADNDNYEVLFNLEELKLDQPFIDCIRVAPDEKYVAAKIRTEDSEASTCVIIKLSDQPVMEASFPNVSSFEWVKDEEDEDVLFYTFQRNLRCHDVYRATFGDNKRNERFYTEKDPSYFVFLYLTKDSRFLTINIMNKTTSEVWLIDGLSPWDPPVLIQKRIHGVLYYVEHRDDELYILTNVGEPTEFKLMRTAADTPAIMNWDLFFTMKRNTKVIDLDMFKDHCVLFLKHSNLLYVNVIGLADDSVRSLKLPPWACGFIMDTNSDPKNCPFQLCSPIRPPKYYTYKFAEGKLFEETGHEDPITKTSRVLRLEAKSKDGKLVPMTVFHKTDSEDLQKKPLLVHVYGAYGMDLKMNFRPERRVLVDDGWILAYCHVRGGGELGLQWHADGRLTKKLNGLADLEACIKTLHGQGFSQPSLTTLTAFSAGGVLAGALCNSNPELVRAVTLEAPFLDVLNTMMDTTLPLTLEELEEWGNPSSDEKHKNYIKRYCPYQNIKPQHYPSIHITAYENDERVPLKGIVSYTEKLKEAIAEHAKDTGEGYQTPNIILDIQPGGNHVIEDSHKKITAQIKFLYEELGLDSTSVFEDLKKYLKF
LYPLA2 inh: LYPLA2 (human) inhibition in PME1 counter-screen; O95372; recombinant LYPLA2, FP-Rh probe fluorescence polarization; inhibition, % at 5.9 µM; 0.38% of 320,000 active; AID 2177;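 active means inhibition above the screen-wide mean plus 3 SD, limit set per campaign, cut at about 26% in these data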;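 further: 0% = LYPLA2 with DMSO and 100% = wells lacking LYPLA2 enzyme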
PAFAH1B3 FP inh: inhibitors of human PAFAH1B3; Q15102; recombinant PAFAH1B3, FP-rhodamine probe, fluorescence polarization; inhibition, % at 3.39 µM; 0.28% of 340,000 active; AID 492972;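 active means inhibition above the screen-wide average of all tested compounds plus 3 SD, cut at about 25% in these data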;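 further: 0% = enzyme with DMSO only and 100% = wells lacking PAFAH1B3 protein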
GSTO1 inh: counter-screen for RBBP9 inhibitors: inhibitors of human GSTO1; P78417; recombinant GSTO1, activity-based probe fluorescence polarization; inhibition, % at 5.96 µM; 1.1% of 300,000 active; AID 1974;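 active means inhibition above the campaign mean inhibition plus 3 SD, cut at about 35% in these data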;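 further: 0% = GSTO1-1 with DMSO and 100% = wells lacking GSTO1-1 enzyme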
Target sequence (P78417 whole entry, looked up): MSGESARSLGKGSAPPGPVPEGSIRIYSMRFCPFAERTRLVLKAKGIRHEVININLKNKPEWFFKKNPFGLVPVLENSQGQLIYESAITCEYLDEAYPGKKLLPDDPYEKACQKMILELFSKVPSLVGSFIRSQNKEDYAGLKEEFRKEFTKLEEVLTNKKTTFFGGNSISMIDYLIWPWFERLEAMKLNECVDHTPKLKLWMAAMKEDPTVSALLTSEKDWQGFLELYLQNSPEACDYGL
pPAFAH inh: pPAFAH (human) enzyme inhibition; Q13093; recombinant pPAFAH, FP-rhodamine probe fluorescence polarization; inhibition, % at 3.39 µM; 1.5% of 330,000 active; AID 463082;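 active means inhibition above the mean inhibition across the screen plus 3 SD, cut at about 25% in these data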;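 further: inhibitors block binding of the rhodamine activity-based probe so polarization drops; 0% = enzyme with DMSO and 100% = wells lacking pPAFAH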
The depositor's hits bear a star; nt = no result given.

SMILES	PAFAH2 inh	PAD4 FP inh	PAFAH1B2 inh	LYPLA1 counter	PREPL inhibitor	LYPLA2 inh	PAFAH1B3 FP inh	GSTO1 inh	pPAFAH inh
C=CC[C@@H]1C=C[C@H](O/N=C/[C@@H](NS(=O)(=O)c2ccc(C)cc2)[C@H](C)/C=C/CC(=O)OC)[C@@H](CO)O1	nt	3	nt	-2	10	2	nt	27	9
OC[C@H]1O[C@@H]2O[C@H]3[C@H](O)[C@@H](O)[C@@H](O[C@H]4[C@H](O)[C@@H](O)[C@@H](O[C@H]5[C@H](O)[C@@H](O)[C@@H](O[C@H]6[C@H](O)[C@@H](O)[C@@H](O[C@H]7[C@H](O)[C@@H](O)[C@@H](O[C@H]1[C@H](O)[C@H]2O)O[C@@H]7CO)O[C@@H]6CO)O[C@@H]5CO)O[C@@H]4CO)O[C@@H]3CO	nt	-1	nt	-4	-8	-4	nt	-2	9
Cc1[nH]c(C)c(C(=O)/C=C/c2ccc([N+](=O)[O-])cc2)c1C	-3	2	4	-2	13	1	7	3	5
O=C(CSc1ccncc1)Nc1ccc(S(=O)(=O)Nc2nccs2)cc1	3	-5	6	-3	10	4	7	1	13
Cc1nc2ccccc2c2c1C(=O)N(c1ccc(C(=O)O)cc1)C2=O	4	-6	-2	6	14	1	-4	-1	-1
N#Cc1cc(-c2ccccc2)[nH]c1-c1nccc2ccccc12	-5	22*	2	-2	-6	-6	6	-10	0
O=c1[nH]c2ccc(S(=O)(=O)N3CCCCC3)cc2[nH]c1=O	1	2	8	1	5	5	8	-4	2
Cn1ccnc1Sc1ccc(/C=N/NC(=O)c2ccccc2O)cc1[N+](=O)[O-]	1	5	4	-2	4	-4	6	-3	3
Cc1ccc(-c2nn(-c3ccccc3)cc2/C=C/C(=O)O)o1	2	-1	14	4	-4	-7	9	-2	-1
CC(=O)c1cccc(CN2CCCC(CCC(=O)NCc3ccc(C)o3)C2)c1 (stereo unspecified)	-1	-1	7	-1	8	3	8	-4	6
CC1CCN(C(=O)CSc2nc3ccccc3[nH]2)CC1	6	1	6	0	2	6	-2	0	2
O=C(Cn1cnnn1)OCC(=O)c1ccc(Cl)s1	16	-6	-1	-3	-12	-3	6	0	15
COc1ccc(CNC(=O)COC(=O)c2ccc(S(=O)(=O)N3CCOCC3)cc2)cc1	3	-3	1	nt	10	nt	4	nt	7
CC(Sc1n[nH]c(-c2cccs2)n1)C(=O)Nc1ccc(C(N)=O)cc1 (stereo unspecified)	1	-1	3	2	0	3	4	nt	5
c1cnc(-c2noc(CN3CCN(C4CCCC4)CC3)n2)cn1	6	-3	1	2	17	-4	8	2	2
Cc1cccc(OCC(=O)NNC(=O)c2ccc3nc[nH]c3c2)c1	7	-5	4	1	15	7	8	nt	8
O=C(OCC1OC(n2ccc(=O)[nH]c2=O)C(O)C1OC(=O)c1ccccc1)c1ccccc1 (stereo unspecified)	1	-2	5	1	-3	1	2	3	4
O=C(Cc1ccc(F)cc1)c1ccc(O)cc1O	6	-4	25*	1	1	3	2	16	6
Cc1ccc(NC(=O)CN(C)Cc2ccc(Cl)cc2)cc1	1	0	16	1	-4	8	3	5	3
COc1ccc(S(=O)(=O)Nc2cc(C(=O)NC3CCCCCC3)ccc2N2CCOCC2)cc1	-1	1	12	-2	3	-2	0	-26	9
O=C(COC(=O)/C=C/c1cccc(Br)c1)NC1CCCCCC1	24	0	-6	4	17	10	-14	nt	4
Cc1c(C(=O)OCC(=O)Nc2cccc(S(N)(=O)=O)c2)oc2c1ccc1ccccc12	-24	-3	0	-38	-19	-55	-3	-12	-9
O=C1CN(C(=O)c2ccc(Br)o2)C(c2ccc(F)cc2)c2cc(F)ccc2N1 (stereo unspecified)	-8	-2	-2	2	14	7	8	-1	-3
Cn1cc([N+](=O)[O-])c(C(=O)NCc2ccco2)n1	-7	0	-1	-2	13	3	4	-2	1
O=c1oc2ccccc2c(Nc2ccccc2O)c1[N+](=O)[O-]	-10	-5	5	-2	-3	-3	-2	-7	3
Cc1ccc(Cl)cc1NC(=O)Nc1c(C)n(C)n(-c2ccccc2)c1=O	2	0	2	3	5	-3	2	-4	0
CCOCCCNC(=O)C(c1ccccc1)N(Cc1cccs1)C(=O)CNC(C)=O (stereo unspecified)	2	5	3	1	-10	6	4	-5	-7
COC(=O)C1CCN(C(=O)CN2C(=O)NC3(CCC(C)CC3)C2=O)CC1 (stereo unspecified)	3	0	7	nt	6	nt	9	nt	4
COC(=O)c1cc(S(=O)(=O)Nc2cc(S(=O)(=O)N(C)C)ccc2C)oc1C	13	0	3	0	-4	1	-3	1	3
COc1ccc(N(C)S(=O)(=O)c2cccc(C(=O)NCc3ccc4c(c3)OCO4)c2)cc1	14	0	7	-2	0	-2	1	-3	9
CCOC(=O)C(=CNc1cc(C)nn1-c1ccccc1)C(=O)OCC	1	2	1	-1	3	1	2	0	5
COC(=O)c1sccc1NC(=O)C1CC1	1	-3	6	-3	11	-3	3	-1	-8
Cc1ccc(NC(=O)C2CCCN(S(=O)(=O)c3c(C)noc3C)C2)nc1 (stereo unspecified)	6	-1	1	3	18	1	-2	10	2
O=S(=O)(NC1CCN(Cc2ccccc2)CC1)c1ccc2ccccc2c1	5	-8	7	1	-21	3	6	9	4
COCCn1c(SCC(=O)Nc2ccc(S(N)(=O)=O)cc2)nc2ccccc21	-2	-4	-3	2	1	5	2	6	6
N#Cc1ccc(C23CC4(C2)[C@H](CN(CC2CCCCC2)[C@@H]4c2ccccc2)C3c2ccc(Cl)nc2)cc1 (stereo partly specified)	13	-2	2	-5	-33	-8	3	-8	-2
CC(=O)c1c(N2CCCCC2)nc(=S)n(Cc2ccccc2)c1C	-3	-2	-2	5	1	2	-1	2	4
COc1ccc(NC(=O)CSc2nnc(Cc3ccccc3)c(=O)n2N)c(OC)c1	-3	4	-2	0	-7	-2	5	34	-2
CC(C)=CC(=O)Nc1nnc(-c2ccc(F)cc2)s1	1	-2	5	5	17	5	3	-6	-7
CCOc1ccc2[nH]c(C)c(CN3CCOCC3)c(=O)c2c1	4	-5	10	0	8	-2	7	2	-5

PAFAH1B2 inh: what is marked active above
| structure | PAFAH2 inh | PAD4 FP inh | PAFAH1B2 inh | PREPL inhibitor | PAFAH1B3 FP inh | pPAFAH inh |
| --- | --- | --- | --- | --- | --- | --- |
| O=C(Cc1ccc(F)cc1)c1ccc(O)cc1O | 6 | -4 | 25* | 1 | 2 | 6 |

The list continues.
SMILES	PAFAH2 inh	PAD4 FP inh	PAFAH1B2 inh	LYPLA1 counter	PREPL inhibitor	LYPLA2 inh	PAFAH1B3 FP inh	GSTO1 inh	pPAFAH inh
Cc1ccc(C)c(CN2C(=O)c3ccccc3S(=O)(=O)c3ccc(C(=O)N4CCN(C)CC4)cc32)c1	3	-1	0	1	-20	-2	1	3	3
CO/N=C/C=C1/N(C)c2ccccc2C1(C)C	-2	1	0	0	12	1	0	10	0
O=C(/C=C/c1ccccc1)NC(=S)Nc1ccc(N2CCOCC2)c(Cl)c1	5	-1	3	-3	12	2	3	-4	-5
CC(C)C[C@H]1COCCS(=O)(=O)N1Cc1cccc(C(F)(F)F)c1	8	-1	10	-5	9	-6	15	0	-2
CCc1c(C)nc(N2CCN(c3cccc(OC)c3)CC2)[nH]c1=O	-2	-2	4	-1	-5	-2	8	3	-2
CC(=O)NCCn1c(SCC(=O)NCCc2ccc(S(N)(=O)=O)cc2)nc2ccccc2c1=O	0	-4	-1	0	3	6	8	3	2
CCOC(=O)[C@@H]1CCN(Cc2ccccc2)C[C@H]1c1ccccc1	nt	0	nt	-1	3	-2	nt	5	3
CCOC(=O)C1CCCN(c2c(NCCN3CCCCC3CC)c(=O)c2=O)C1 (stereo unspecified)	3	2	1	4	8	0	2	58*	4
O=c1[nH]ncn2cccc12	-1	-9	-2	2	3	-5	-2	-2	-3
CCCCN1C(=O)N(c2ccccc2Cl)C(C)(O)CC1(C)C (stereo unspecified)	7	-6	5	-2	-4	-4	2	-10	-1
COCC(C)NCc1cccc([N+](=O)[O-])c1 (stereo unspecified)	6	2	7	-2	16	-1	7	5	0
CCOc1ccc(/C=C2/C(=N)N3OC(C)=CC3=NC2=O)cc1OC	-3	1	1	6	22	8	-3	7	6
CNCc1ccccc1Sc1ccc(OC)cc1	6	0	5	-4	-9	-8	9	10	-11
NC(=O)CSc1nnc2ccc(-c3ccco3)nn12	-4	-1	-5	2	-10	2	6	-1	-2
CC1CCN(c2nc(Cl)nc(Nc3ccc([N+](=O)[O-])cc3)n2)CC1	0	5	6	-1	11	0	4	1	-4
COc1nccnc1NS(=O)(=O)c1ccc(NC(=S)NC(=O)/C=C/c2ccccc2)cc1	-7	-3	16	-2	18	7	5	9	-2
COc1ccc(C(=O)COC(=O)c2ccccc2C(=O)N(C)c2ccccc2)c(OC)c1	1	-5	2	-1	4	-4	3	1	13
Cc1ccc(-c2nc(CS(=O)(=O)CC(=O)N3CCOCC3)c(C)o2)cc1	0	-4	7	4	5	2	7	3	5
O=C1Nc2ccc(Br)cc2/C1=C/c1ccc(C(=O)O)cc1	nt	-1	nt	-1	-10	-2	nt	-10	7
COC(=O)C1=C(C)N(Cc2ccccc2)C(=S)N[C@H]1c1ccc(Br)cc1	3	0	-1	nt	8	nt	4	nt	-1
CCCN(CCC)S(=O)(=O)c1ccc2c(c1)CCCN2C(C)=O	-2	-4	9	3	-3	2	9	12	3

Compounds listed so far that have an NH in an aromatic ring (ten):
SMILES	PAFAH2 inh	PAD4 FP inh	PAFAH1B2 inh	LYPLA1 counter	PREPL inhibitor	LYPLA2 inh	PAFAH1B3 FP inh	GSTO1 inh	pPAFAH inh
Cc1[nH]c(C)c(C(=O)/C=C/c2ccc([N+](=O)[O-])cc2)c1C	-3	2	4	-2	13	1	7	3	5
N#Cc1cc(-c2ccccc2)[nH]c1-c1nccc2ccccc12	-5	22*	2	-2	-6	-6	6	-10	0
O=c1[nH]c2ccc(S(=O)(=O)N3CCCCC3)cc2[nH]c1=O	1	2	8	1	5	5	8	-4	2
CC1CCN(C(=O)CSc2nc3ccccc3[nH]2)CC1	6	1	6	0	2	6	-2	0	2
CC(Sc1n[nH]c(-c2cccs2)n1)C(=O)Nc1ccc(C(N)=O)cc1 (stereo unspecified)	1	-1	3	2	0	3	4	nt	5
Cc1cccc(OCC(=O)NNC(=O)c2ccc3nc[nH]c3c2)c1	7	-5	4	1	15	7	8	nt	8
O=C(OCC1OC(n2ccc(=O)[nH]c2=O)C(O)C1OC(=O)c1ccccc1)c1ccccc1 (stereo unspecified)	1	-2	5	1	-3	1	2	3	4
CCOc1ccc2[nH]c(C)c(CN3CCOCC3)c(=O)c2c1	4	-5	10	0	8	-2	7	2	-5
CCc1c(C)nc(N2CCN(c3cccc(OC)c3)CC2)[nH]c1=O	-2	-2	4	-1	-5	-2	8	3	-2
O=c1[nH]ncn2cccc12	-1	-9	-2	2	3	-5	-2	-2	-3

The list is partial, so the mix of outcomes need not match the whole.
